M. tuberculosis HTS: M. tuberculosis growth inhibition, HTS (AID 449762); M. tuberculosis H37Rv growth inhibition, 7H9 media; higher % means a stronger effect; one-dose inhibition, % at 25 µM; IC50 in µM for titrated hits; actives 0.59% (n = 330,000); in the data active = a potency from the dose series; inconclusive = inhibition above about 70% without an active follow-up result;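 note: bacterial growth assessed after seven days of incubation; strong numbers were not always called active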
Salmonella PhoP GFP: PhoP regulon inhibitors, Salmonella typhi PhoP promoter GFP reporter, confirmatory (AID 1850); actives 0.33% (n = 310,000); Salmonella Typhi PhoP-promoter GFP reporter, fluorescence, 4 h; higher % means a stronger effect; one-dose inhibition, % at 50 µM; IC50 in µM for titrated hits; in the data active = a potency from the dose series; inconclusive = inhibition mostly from about 25% at the one dose, without a potency; inactive = the rest, 99 in 100 with inhibition below about 19%;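 note: 0% = induced wells with vehicle and 100% = uninduced wells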
influenza NS1A: NS1A inhibition, H1N1 influenza, cell based functional assay (AID 504329) | NS1A functional cell-based assay, percent inhibition; higher % means a stronger effect | inhibition, % at 12.5 µM, or IC50 in µM where a hit was titrated | actives 0.3% (n = 340,000); in the data active = a potency from the dose series; inconclusive = inhibition above about 27% without an active follow-up result; note: strong numbers were not always called active
inhibitors of VEEV: inhibitors of VEEV TC-83 cytopathic effect, confirmation, Vero cells (AID 588727); Vero cells, VEEV TC-83 cytopathic effect inhibition; higher % means a stronger effect; inhibition, % at 20 µM, or IC50 in µM where a hit was titrated; actives 0.13% (n = 350,000); in the data active = a potency from the dose series; inconclusive = inhibition mostly from about 14% at the one dose, without a potency; inactive = the rest, 99 in 100 with inhibition below about 12%; note: strong numbers were not always called active
tuberculosis growth: growth inhibition of non-replicating M. tuberculosis (AID 488890); Mycobacterium tuberculosis non-replicating, growth inhibition; higher % means a stronger effect; one-dose inhibition, % at 25 µM; IC50 in µM for titrated hits; actives 0.39% (n = 320,000); in the data active = a potency from the dose series; inconclusive = inhibition mostly from about 82% at the one dose, without a potency; inactive = the rest, 99 in 100 with inhibition below about 76%;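 note: plate controls were DMSO cells for no effect and high antibiotic wells for full effect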
inhibitors of VEEV 10K pilot screen: second read-out of inhibitors of VEEV, no call of its own (marks repeat the call); inhibition, %; measured here: 10K pilot screen inhibition
Active calls of the source: *; i = inactive; u = inconclusive; x = not tested or not shown.

Sample of the layout (six entries):
SMILES	M. tuberculosis HTS	Salmonella PhoP GFP	influenza NS1A	inhibitors of VEEV	tuberculosis growth	others
Cc1cc(=O)oc2cc(OCC(=O)NC3CCCCC3)ccc12	5%	16%	14%	0.5%	3%
Cc1ccsc1/C=N/NC(=O)c1nnn(-c2nonc2N)c1-c1ccc2c(c1)OCO2	3%	-15%	3%	3.0%	15%
Cc1nn(CC(=O)NCc2cccs2)c(=O)c2nn(-c3ccccc3)c(C)c12	-6%	-9%	1%	i	-5%
CC(=O)N1N=C(c2ccccc2)CC1c1cccc([N+](=O)[O-])c1 (centres undefined)	2%	-6%	3%	0.9%	18%
O=C(NCCN1CCOCC1)c1ccc(N2CCCC2)c([N+](=O)[O-])c1	-3%	3%	2%	0.0%	2%
Cc1cc(C)n(-c2ccc(NC(=O)C3CCCCN3Cc3cccc4c3OCO4)cc2)n1 (centres undefined)	x	x	-2%	8.5%	x

This part in full, from the start:
SMILES	M. tuberculosis HTS	Salmonella PhoP GFP	influenza NS1A	inhibitors of VEEV	tuberculosis growth	others
Cc1cc(=O)oc2cc(OCC(=O)NC3CCCCC3)ccc12	5%	16%	14%	0.5%	3%
Cc1ccsc1/C=N/NC(=O)c1nnn(-c2nonc2N)c1-c1ccc2c(c1)OCO2	3%	-15%	3%	3.0%	15%
Cc1nn(CC(=O)NCc2cccs2)c(=O)c2nn(-c3ccccc3)c(C)c12	-6%	-9%	1%	i	-5%
CC(=O)N1N=C(c2ccccc2)CC1c1cccc([N+](=O)[O-])c1 (centres undefined)	2%	-6%	3%	0.9%	18%
O=C(NCCN1CCOCC1)c1ccc(N2CCCC2)c([N+](=O)[O-])c1	-3%	3%	2%	0.0%	2%
Cc1cc(C)n(-c2ccc(NC(=O)C3CCCCN3Cc3cccc4c3OCO4)cc2)n1 (centres undefined)	x	x	-2%	8.5%	x
Cc1cc2c(OCC(O)CN3CCCCC3)cccc2[nH]1 (centres undefined)	0%	8%	-7%	1.6%	-3%
CCOC(=O)Cc1csc(NC(=O)CSc2nnc(-c3ccncc3)o2)n1	-4%	9%	x	1.2%	-1%
C/C(=C\c1ccccc1)C1NC(=O)c2c(sc3c2CCCC3)N1 (centres undefined)	-3%	-3%	8%	0.3%	2%
CCOC(=O)c1c(NC(=O)CN2CCOCC2)sc2c1CCCC2	16%	-6%	2%	6.7%	2%
CCN(CC)CCCNC(=O)c1ccccc1C	1%	-5%	-8%	0.5%	-6%
O=C(COC(=O)CNC(=O)c1ccc(Cl)cc1Cl)NNC(=O)c1ccccc1	-3%	x	-15%	1.4%	6%
O=C(COC(=O)c1cc(=O)[nH]c2ccccc12)Nc1ccc(Cl)cn1	-3%	4%	-2%	3.0%	-17%
Cc1ccc(/C=N/n2c(-c3cccc(Cl)c3)n[nH]c2=S)o1	-2%	0%	x	3.6%	25%
Cc1ccc(NC(=O)CSc2nc3[nH]ncc3c(=O)[nH]2)cc1	6%	0%	1%	0.5%	-29%
CC1(C)NC(=O)N(CCOCCOc2ccccc2)C1=O	5%	-2%	1%	1.1%	16%
Cc1cccc(-n2nnnc2SCC(=O)c2cc(C)n(Cc3ccco3)c2C)c1	-10%	7%	-1%	10%	-5%
COc1ccc(NC(=O)Cc2nnc(SCC(=O)c3ccc(F)cc3)n2C)cc1	-7%	-7%	-4%	1.2%	-3%
CCC(CC)C(=O)Nc1cccc(SC)c1	-2%	-4%	x	x	-4%
CN(Cc1ccccc1)C(=O)c1cccc(NC(=O)Cc2ccc(NC(=O)C3CCN(C(=O)C4CCC4)CC3)cc2)c1	x	x	-20%	0.5%	x
COC(=O)c1ccc(NC(=S)NC(=O)c2c(Cl)cnn2C)cc1	2%	-8%	17%	i	u
COc1cc(/C=C/C(=O)OCC(=O)NCC2CCCCC2)ccc1O	10%	x	-14%	4.3%	x
CCO/N=C(\C)c1c(O)c(CC)c(-c2ccccc2)n(-c2ccccc2)c1=O	18%	3%	1%	i	35%
Cn1c(NC(=O)c2ccco2)c(-c2ccccc2)c(=O)c2ccccc21	-6%	-5%	1%	5.6%	-4%
CCN(CC)S(=O)(=O)c1ccc(N2CCCC2)c(NC(=O)C2CSC3(C)CCC(=O)N23)c1 (centres undefined)	-6%	0%	-13%	2.6%	1%
Cc1cc(C)cc(N2C(=O)CC(N3CCOCC3)C2=O)c1 (centres undefined)	19%	16%	-5%	i	55%
CC(C)(C)C(=O)Nc1cccc(C(=O)c2cccc(NC(=O)C(C)(C)C)c2)c1	1%	-6%	-2%	0.1%	-3%
CCOCCCNC(=O)C(c1ccccc1)N(Cc1cccs1)C(=O)c1ccccc1O (centres undefined)	-2%	-5%	2%	8.9%	2%
O=c1c2ccccc2nc(-c2ccc(-c3ccccc3)cc2)n1-c1ccncc1	u	-4%	14%	0.7%	15%
CC(Sc1ccsc1[N+](=O)[O-])C(=O)NCc1ccco1 (centres undefined)	6%	3%	-16%	0.7%	48%
COc1ccc(CCN2C(=S)N(C)C(=O)C2CC(=O)Nc2ccc(OC)cc2)cc1 (centres undefined)	6%	-3%	-10%	4.3%	20%
COc1ccc(C(CCN2CCOCC2)c2c(OC)cc(OC)c3c(C)cc(=O)oc23)cc1 (centres undefined)	-4%	3%	-17%	i	-1%
CCOC(=O)C1(CCc2ccccc2)CCN(C(=O)c2cnc(C)cn2)CC1	4%	7%	14%	0.5%	20%
CN(C)C1C(=O)C(C(N)=O)=C(O)C2(O)C(=O)C3=C(O)c4c(O)cccc4C(C)(O)C3CC12 (centres undefined)	u	3.1µM*	4%	2.4%	66%
Cc1ccc2c(c1)C(N1CCCC1=O)CC(c1ccco1)N2 (centres undefined)	-6%	-6%	-16%	i	3%
O=C1CC(NNC(=O)c2ccc(Br)cc2)C(=O)N1 (centres undefined)	2%	0%	-8%	0.7%	-6%
CC(C)CNC(=O)CC(=O)N/N=C/c1ccc(Br)cc1	-8%	11%	-6%	i	1%
CC(C)Oc1cccc(C(=O)NC(=S)N2CCN(c3ccc(C(F)(F)F)cc3[N+](=O)[O-])CC2)c1	3%	20%	1%	3.2%	-10%
Nc1ncncc1-c1ccc(Cl)cc1	4%	143µM*	0%	1.0%	-10%
COc1ccc(-c2noc(N3CCC(C(=O)N4CCN(c5ccccn5)CC4)CC3)n2)cc1	u	-14%	8%	3.5%	66%
O=C(c1ccc(Cl)cc1)C1CCN(C(=S)Nc2ccccc2)CC1	x	x	6%	0.5%	x
Cc1cc(=O)oc2cc(OC(=O)c3ccco3)ccc12	x	x	-5%	2.0%	x
CCC(=O)Nc1ncc2c(n1)CC(c1ccco1)CC2=O (centres undefined)	13%	-2%	0%	0.8%	11%
CN1C(=O)C(CC(=O)NCCc2ccccc2)N(NC(=O)c2ccc(Cl)cc2)C1=S (centres undefined)	4%	-8%	-23%	0.9%	-6%
CCCc1nc(SCC(=O)N2CCN(c3ccccc3)CC2)c2c(=O)n(C)c(=O)n(C)c2n1	-8%	0%	3%	10%	6%	inhibitors of VEEV 10K pilot screen=8.9
CC(C)(C)c1ccc(/C=C/C(=O)O)s1	6%	-7%	6%	0.6%	73%
Cc1cc(C)cc(C(=O)NC2C(=O)N3C(C(=O)O)=C(CSc4nnc(C)s4)CSC23)c1 (centres undefined)	5%	-28%	-16%	1.1%	6%
COC(=O)c1sccc1NC(=O)c1cccc(F)c1	1%	12%	-21%	1.0%	27%
CC(C)(C)OC(=O)C[C@H]1C/C=C\C[C@@H](CC(=O)NCCO)C(=O)N2CCC[C@H]2COC1=O	-2%	x	1%	0.2%	8%
Cc1ccc(NC(=O)c2c(C)noc2C)cc1	-2%	1%	-5%	0.5%	-5%
O=C(CC12CC3CC(CC(C3)C1)C2)N/N=C/c1ccncc1	9%	-3%	-8%	0.6%	8%
CC(C)OCCCn1c(=S)[nH]c2cc3c(cc2c1=O)OCO3	-2%	30%	-1%	2.8%	4%
O=C(CSc1ccc(-c2ccccn2)nn1)NC1CCCCC1	-2%	5%	13%	2.0%	u
CCOC(=O)c1cnn(CC2CCCCC2)c1N	0%	-1%	2%	i	53%
S=C(NCCN1CCOCC1)Nc1ccc(Cl)c(Cl)c1	-3%	-6%	-12%	0.2%	48%
C[C@@]12C(=O)N(CC3CCCO3)CC(=O)N1[C@H]1c3ccccc3OC[C@@H]1[C@@H]2c1ccccc1 (some centres undefined)	-7%	x	-3%	5.6%	4%
O=C(NC1CCCCC1)N1CCCC(c2nc(-c3ccc(S(=O)(=O)N4CCCC4)cc3)no2)C1 (centres undefined)	-9%	-3%	-5%	i	2%
O=C(Cc1ccc([N+](=O)[O-])cc1)c1ccccc1	x	x	-10%	i	x
CCOC(=O)C(Cc1ccc(O)cc1)NC(=O)CNC(=O)C(CC(C)C)NC(=O)OC(C)(C)C (centres undefined)	-5%	2%	-2%	2.7%	11%
CC(NC(=O)Oc1ccccc1)C(c1cccs1)N1CCOCC1 (centres undefined)	-10%	-2%	18%	i	-26%

Random excerpt: four compounds from above
SMILES	M. tuberculosis HTS	Salmonella PhoP GFP	influenza NS1A	inhibitors of VEEV	tuberculosis growth	others
CC(C)(C)OC(=O)C[C@H]1C/C=C\C[C@@H](CC(=O)NCCO)C(=O)N2CCC[C@H]2COC1=O	-2%	x	1%	0.2%	8%
O=C(CC12CC3CC(CC(C3)C1)C2)N/N=C/c1ccncc1	9%	-3%	-8%	0.6%	8%
CCC(=O)Nc1ncc2c(n1)CC(c1ccco1)CC2=O (centres undefined)	13%	-2%	0%	0.8%	11%
CN1C(=O)C(CC(=O)NCCc2ccccc2)N(NC(=O)c2ccc(Cl)cc2)C1=S (centres undefined)	4%	-8%	-23%	0.9%	-6%

More entries
SMILES	M. tuberculosis HTS	Salmonella PhoP GFP	influenza NS1A	inhibitors of VEEV	tuberculosis growth	others
COC(=O)c1ccc(CSc2nnnn2-c2ccccc2)o1	8%	-7%	-3%	0.1%	43%
Cc1ccccc1C(=O)Nc1cccc(-c2nnc(SCC(=O)O)n2C)c1	-2%	-2%	-2%	i	-6%
C#CCSc1nc(C)cc(C(=O)OCC)c1C#N	2%	8%	-2%	i	77%
CC1(C)CC(=O)C=C(c2ccc(OC(F)(F)F)cc2)C1	-4%	x	2%	i	-14%
CN(C)C(=O)c1ccc(NC(=O)CSc2nnc(-c3cccs3)n2N)cc1	-1%	x	-5%	2.1%	-3%
Cc1c(C(=O)N2CCN(S(C)(=O)=O)CC2)oc2ccccc12	-6%	-5%	-9%	1.0%	-24%
CC(C)(C)OC(=O)NCCCCCNC(=O)c1ncn(Cc2ccccc2)c1C(=O)NCCCCCNC(=O)OC(C)(C)C	-5%	x	-2%	5.3%	38%
CC(C)CNC(=S)N1CCN(C(c2ccccc2)c2ccccc2)CC1	10%	-5%	-2%	1.3%	-21%
CC1CN(c2ccc(C(=O)c3ccccc3C(=O)O)cc2[N+](=O)[O-])CC(C)O1 (centres undefined)	-1%	-1%	-7%	1.3%	-4%
O=c1c(C=NCCN2CCNCC2)c(-c2ccccc2)[nH]n1-c1ccc([N+](=O)[O-])cc1	28%	7%	x	x	76%
CC(=O)Nc1ccc2nc(-c3ccc(Br)o3)[nH]c2c1	-2%	-9%	7%	0.6%	-18%
COc1cccc(C2CCCN2Cc2nc(-c3sccc3C)oc2C)c1 (centres undefined)	4%	-3%	-1%	0.8%	31%
CCOc1cccc(-c2cc(C(=O)N3N=C(C)CC3(O)C(F)F)c3ccccc3n2)c1 (centres undefined)	4%	-11%	-3%	5.5%	72%
N#C/C(=C/c1cccc([N+](=O)[O-])c1)C(=O)Nc1ccccc1O	-6%	12%	-21%	1.7%	-3%
O=C(NNC(=O)c1cc(Cl)ccc1[N+](=O)[O-])c1csc(N2CCOCC2)n1	54%	-5%	-14%	1.8%	-19%
N#C/C(=C\c1ccc(OCc2ccc(C(=O)O)cc2)cc1)C(=O)N1CCOCC1	5%	0%	-4%	0.0%	30%
CSc1cccc(-n2ccc(=O)c(C)c2C)c1	-6%	-6%	-4%	i	-16%
COc1ccc2nc(Nc3sc4c(c3C(N)=O)CCCC4)sc2c1	u	-2%	3%	8.6%	u
CCCNS(=O)(=O)c1cccn1-c1ncc(C(F)(F)F)cc1Cl	-1%	2%	5%	1.0%	5%
Cc1cc(/C(N)=N/OC(=O)c2cccc(Cl)c2)no1	-1%	-4%	x	0.2%	59%
O=c1[nH]c2ccccc2cc1CN(CC1CCCO1)S(=O)(=O)c1ccc(Cl)cc1 (centres undefined)	-2%	3%	4%	3.9%	9%
Cc1ccc(Cl)cc1N1CCN(S(=O)(=O)c2ccc3c(c2)OCCO3)CC1	-7%	5%	24%	1.8%	9%
O=C(/C=C/c1ccccc1Cl)NNC(=O)c1ccncc1	1%	x	-6%	3.4%	22%

Bioassay records: PubChem, Southern Research Specialized Biocontainment Screening Center

Compounds as they come; any-hit rate near 1.6%.
